# mIDH1 inhibitor = inhibitors of human mutant IDH1 R132H; O75874; IDH1-R132H enzyme, NADPH consumption, diaphorase/resazurin fluorescence; Potency, µM (highest dose often 76.6 µM), for inactives: at the highest dose activity change, negative = inhibition, usual class: inhibitors; 390,000 compounds, 0.093% hits; further: potency means the concentration at half of the fitted maximal effect; on the % scale 0 is the no-effect control and ±100 the full control effect; nearly all actives have a fitted effect of over 65% in size
#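 IDH1-R132H (0.5 ug/mL dispensed) in pH 7.5 Tris buffer was preincubated 30 min with compound, then given a substrate mix of 0.016 mM NADPH and 2 mM alpha-KG for 80 min at room temperature; remaining NADPH was read by diaphorase/resazurin fluorescence.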
# Glioma ERSR ind = inducers of ER stress response in human glioma cells; U87-MG GRP78 promoter luciferase reporter, 16 h; Potency, µM, without a hit: at the top dose activation, actives largely listed as activators; 420,000 compounds, 0.02% hits; further: potency means the concentration at half of the fitted maximal effect; series mostly up to about 76 µM; % of control where 0% means no effect; nearly all actives have a fitted effect of over 35% in size
#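 Stably transfected U87-MG human glioma cells carrying a GRP78-based luminescent sensor were seeded at 1000 cells/well, pin-dosed with compounds and incubated 16 h. Luciferase reagent was then added, and end-point luminescence was read after 10 min at room temperature.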
# LDHA block = LDHA (human) enzyme inhibition. P00338. purified LDHA, NADH/diaphorase-resazurin fluorescence; active compounds read low. activity change, % (values are at about 110 or 230 µM). 480,000 compounds, 0.15% hits. AID 1347041; in the data active means activity change below about -30%; inconclusive means mostly about -25% to -30%;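 further: plate controls were DMSO wells for no effect and wells without enzyme for full effect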
#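 Resorufin fluorescence (ex540/em590), read at 0 and 20 min after diaphorase/resazurin addition, reports the NADH left after a 5 min room-temperature reaction of 2 nM human LDH5 with 0.06 mM NADH and 0.2 mM pyruvate.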
# RXFP1 agonist = agonists of human relaxin receptor RXFP1. Potency, µM (highest dose often 57.5 µM), without a hit: at the top dose activation, actives largely listed as activators. HEK293T-RXFP1 cAMP TR-FRET, 30 min; response scale: percent of porcine relaxin response, buffer zero. 370,000 compounds, 0.3% hits. Q9HBX9; further: potency means the concentration at half of the fitted maximal effect; on the % scale 0 is the no-effect control and ±100 the full control effect; nearly all actives have a fitted effect of over 60% in size; many of its hits are not listed in these tables
#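 cAMP rise read by TR-FRET after 30 min, 37C compound exposure (up to 58 uM) in RXFP1-transfected HEK293 cells with Ro 20174 present. EC50 from Hill-equation fits, with 29 nM porcine relaxin as 100% and buffer as basal.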
# Vif-APOBEC3G blk = inhibitors of Vif-APOBEC3G interaction | Q9HC16 | HeLa A3G-eYFP + Vif (tagged APOBEC3G with the HIV-1 protein that degrades it), YFP fluorescence, overnight | Potency, µM (top dose mostly 46.1 µM), inactives show at the highest dose activity, negative = active, usual class: inhibitors | 410,000 compounds, 0.076% hits;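 further: potency means the concentration at half of the fitted maximal effect; on the % scale 0 is the no-effect control and ±100 the full control effect; nearly all actives have a fitted effect of over 60% in size; hits raise eYFP signal because A3G escapes Vif-driven loss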
#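 Read-out is eYFP fluorescence (Ex 488/Em 500-530) from Vif-expressing HeLa A3G-eYFP cells; more signal means A3G escaped Vif-mediated degradation. Cells plated overnight, compound pinned in, incubated overnight at 37 deg C.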
# TrxR1 substrate = rat thioredoxin reductase 1 substrate activity; 390,000 compounds, 0.01% hits; Potency, µM (top dose mostly 114 µM), without a hit: top-dose activity change, negative = substrate turnover; purified TrxR1 substrate turnover, NADPH consumption readout; O89049; further: potency means the concentration at half of the fitted maximal effect; on the % scale 0 is the no-effect control and ±100 the full control effect; nearly all actives have a fitted effect of over 50% in size
# Target sequence (O89049 whole entry, looked up): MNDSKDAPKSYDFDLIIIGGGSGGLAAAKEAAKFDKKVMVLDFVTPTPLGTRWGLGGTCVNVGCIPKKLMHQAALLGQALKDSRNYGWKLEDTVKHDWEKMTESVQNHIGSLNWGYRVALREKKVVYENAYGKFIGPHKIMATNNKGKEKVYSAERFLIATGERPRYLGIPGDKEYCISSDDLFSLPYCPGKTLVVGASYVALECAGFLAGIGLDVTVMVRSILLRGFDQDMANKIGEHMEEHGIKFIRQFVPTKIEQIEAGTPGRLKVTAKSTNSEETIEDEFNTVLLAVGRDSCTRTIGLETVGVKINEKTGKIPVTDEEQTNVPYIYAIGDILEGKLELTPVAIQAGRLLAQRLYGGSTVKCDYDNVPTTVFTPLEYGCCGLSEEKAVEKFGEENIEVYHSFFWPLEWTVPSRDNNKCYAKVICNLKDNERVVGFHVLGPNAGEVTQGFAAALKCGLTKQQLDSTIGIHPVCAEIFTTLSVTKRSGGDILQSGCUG
#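 Rat TrxR1, dispensed at 90 nM, was prereduced with 400 uM NADPH (final) for 5 min at ~22 deg C, then incubated with compound 15 min before 400 uM selenite. A first-read NADPH fluorescence drop versus no-compound background flagged substrates.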
# PI4K2A block = inhibitors of human PI4K2A. activity change, negative = inhibition, % at 76.9 µM. 420,000 compounds, 0.13% hits. AID 1346378. Q9BTU6. purified PI4K2A, ADP-Glo luminescence, 1 h; active compounds read low; in the data active means activity change below about -50%; inconclusive means mostly about -30% to -49%;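 further: -100% = wells without enzyme as full effect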
# Target sequence (Q9BTU6 whole entry, looked up): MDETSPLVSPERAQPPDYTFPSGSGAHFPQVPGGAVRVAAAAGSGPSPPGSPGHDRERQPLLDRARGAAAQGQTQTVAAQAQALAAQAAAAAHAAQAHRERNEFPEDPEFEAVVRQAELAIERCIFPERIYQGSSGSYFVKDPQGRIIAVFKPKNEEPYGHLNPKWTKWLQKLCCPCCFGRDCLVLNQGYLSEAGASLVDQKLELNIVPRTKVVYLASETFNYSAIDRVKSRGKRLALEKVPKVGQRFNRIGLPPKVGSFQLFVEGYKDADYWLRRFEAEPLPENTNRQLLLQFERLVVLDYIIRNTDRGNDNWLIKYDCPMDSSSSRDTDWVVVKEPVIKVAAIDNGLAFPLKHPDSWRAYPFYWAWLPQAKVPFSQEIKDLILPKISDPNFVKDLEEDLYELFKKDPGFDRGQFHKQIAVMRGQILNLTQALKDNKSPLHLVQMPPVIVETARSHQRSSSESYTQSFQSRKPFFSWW
#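 Compounds are screened against recombinant PI4K2A using PI as substrate and ATP, the latter dispensed at 300 microM. Reactions run one hour at ambient temperature before ADP-Glo detection; full inhibition defined by wells lacking enzyme.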
# Vif-APOBEC3F blk = Vif-A3F binding inhibition; Potency, µM (titrated, usually from 46.1 µM), for inactives: top-dose activity, negative = active; 390,000 compounds, 0.2% hits; HeLa A3F-eYFP + Vif (tagged APOBEC3F with the HIV-1 protein that degrades it), YFP fluorescence increase; further: potency means the concentration at half of the fitted maximal effect; % of control where 0% means no effect; nearly all actives have a fitted effect of over 65% in size
#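 HeLa cells stably expressing A3F-eYFP plus Vif, plated and incubated overnight at 37 deg C, then exposed to compounds overnight at 37 deg C. Blocked degradation read as raised yellow fluorescence (Ex 488/Em 500-530).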
# USP1-UAF1 inh = inhibitors of human USP1/UAF1 deubiquitinase; O94782; recombinant USP1/UAF1, Ub-Rhodamine cleavage fluorescence; Potency, µM (doses to about 57.1 µM), without a hit: at the highest dose activity change, negative = inhibition, hits mostly inhibitors; 390,000 compounds, 0.23% hits; further: potency means the concentration at half of the fitted maximal effect; on the % scale 0 is the no-effect control and ±100 the full control effect; nearly all actives have a fitted effect of over 60% in size; inactives centre near -12
#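 In this screen, compounds sit with the deubiquitinase complex (1nM) for 15 min at room temperature before Ub-Rho is added at 150nM final. Fluorescence rise is then followed for 6 reads every 60 seconds.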
# Active calls of the source: *; ? = inconclusive; nt = no result given; & = joins results of further samples; [ ] = another dose, or the depositor's remark. Unless noted, the call rests on the fitted dose curve; in most records, active means well fitted curve in the direction sought with a large enough effect; inconclusive means small, poorly fitted or top-dose-only effect, or another doubt; inactive means no such curve, though single readings can be large; an effect the other way counts as inactive or inconclusive.
SMILES,mIDH1 inhibitor,Glioma ERSR ind,LDHA block,RXFP1 agonist,Vif-APOBEC3G blk,TrxR1 substrate,PI4K2A block,Vif-APOBEC3F blk,USP1-UAF1 inh
O=C(Nc1ccc2c(c1)OCO2)c1cccc2c1C(=O)N(C1CCCCC1)C2,6%,-3%,-6,1.5%,-1%,9%[57.1 µM],4,-19%,-13%
Cc1ccsc1C(=O)OCC(=O)NC1CCCC1,-1%,-3%,-8,1.5%,4%,0%,-1,6%,-8%
C=CCN(C(=O)CSC1=NC(=O)CN1C(C)=O)c1nc(C)c(-c2ccccc2)s1,-4%,0%,1,0.1%,-11%,-9%[57.1 µM],-10,-8%,-6%
COc1ccc(C(=O)OCC(=O)C(C)(C)C)cc1S(=O)(=O)N(C)CCc1cccnc1,4%,2%,7,1.5%,-1%,-2%[57.1 µM],1,4%,-16%
CCCCNC(=O)c1ccc2c(c1)S(=O)(=O)c1ccccc1C2=O,18%,-1%,-6,-1.8%,-7%,0%,-7,0%,-13%
Cc1ccccc1OCc1nc2c3cnn(-c4ccccc4F)c3ncn2n1,6%,2%,-7,-1.3%,-5%,1%,-4,1%,-25%
CC(=O)c1ccc(N2CCN(C(=O)c3cc(-c4cccnc4)nc4ccc(Br)cc34)CC2)cc1,1%,1%,-2,12%,2%,83%[activator][57.1 µM],-1,8%,-14%
O=C(NCc1cccnc1)Nc1cccc(NC(=O)NCc2cccnc2)c1,2%,-1%,-5,0.9%,1%,0%,2,1%,-16%
CC(C)(C)[C@H]1COC(=O)CCC/C=C/C[C@H](CC(=O)N(CCO)Cc2ccccc2)C(=O)N1,12%,-2%,-14,nt,5%,-1%,-3,5%,-14%
CCn1c(=O)cc(SCC(=O)N(C)Cc2ccccc2)c2ccccc21,6%,0%,-15,0.9%,3%,-2%,1,-3%,-1%
COc1cc(/C=C2/C(=N)N3C(=NC2=O)SN=C3S(=O)(=O)C(C)C)ccc1OC(=O)c1ccco1,-13%,-4%,-10,0.5%,-4%,-14%,-9,?,-8%
O=C(Nc1ccccc1C(=O)O)c1ccccc1,3%,1%,-1,0.4%,0%,5%,-4,-6%,-11%
Cc1ccc(O)c(NC(=O)c2nc3nc(C)cc(C(F)F)n3n2)c1,10%,1%,-2,5.4%,1%,-9%,4,-19%,-22%
O=C(Cc1c(Cl)cccc1Cl)OCC(=O)N1CCN(C(=O)c2ccco2)CC1,4%,-1%,1,-1.1%,-4%,11%,-1,?,-8%
N#Cc1c(N)n(CCNC(=O)c2cccs2)c2nc3ccccc3nc12,2%,0%,6,4.6%,?,536%[activator],-12,?,-11%
Cc1nn(-c2ccccc2)c2c1C(c1ccc(F)cc1)C(C#N)=C(N)O2 (stereo not drawn),6%,-3%,4,0.2%,-1%,-2%,-9,-8%,-3%
Cc1ccc(NC(=S)NNC(=S)NNc2ccccc2)cc1C,1%,1%,-3,nt,1%,nt,-2,-1%,-26%
O=C(C[n+]1ccccc1)Nc1c(Cl)cc(Cl)cc1Cl,0%,-4%,-18,-1.2%,3%,0%[57.1 µM],8,0%,-16%
Cc1ccccc1NC(=O)CCc1c(C)nn(-c2ccc(N3CCCCC3)nn2)c1C,-14%&-6%,3%&-1%,-4&-6,0.7%&5.2%,-1%&-6%,-3%,2&1,4%&0%,-7%&10%
CCOc1ccc(C(=O)c2oc3ccccc3c2NC(=O)c2cc(=O)c3ccc(C)cc3o2)cc1,-15%,-3%,4,0.3%,1%,7%,-4,-5%,10%
Cc1ccc(S(=O)(=O)N[C@@H](CC(C)C)C(=O)N2CCC(C(=O)N[C@@H](Cc3ccccc3)C(=O)O)CC2)cc1,4%,2%,2,-0.8%,5%,14%,-8,0%,-24%
CCCCCCN1C[C@@H](n2cc(-c3ccc(F)cc3)nn2)[C@H](O)C[C@@H]1c1ccccc1,0%,1%,-15,nt,-15%,nt,3,?,-26%
CCCOc1ccc(C(=O)NCC(c2ccco2)N(C)C)cc1 (stereo not drawn),2%,4%,-6,-1.3%,-1%,2%,1,-10%,-13%
COc1ccc(OC)c(-n2c(SCC(=O)NCc3ccco3)nnc2-c2c[nH]c3ccccc23)c1,-9%,-1%,-5,-0.5%,-5%,0%[57.1 µM],-1,1%,-26%
CC1CCCC(NC(=O)CN2C(=O)NC(C)(c3cc(F)ccc3F)C2=O)C1C (stereo not drawn),-8%,-4%,5,nt,-3%,-5%[2.29 µM],1,-16%,-7%
O=S(=O)(c1ccc(F)cc1)N1CCCC(c2nc(-c3ccc(F)cc3)no2)C1 (stereo not drawn),-1%,0%,-9,-1.2%,0%,-4%,0,-9%,-30%
CCNC(=O)NC(=O)CSc1ccc(S(=O)(=O)N2CCOCC2)cn1,-6%,-2%,-2,nt,3%,-2%,-3,2%,-12%
Cc1ccc(CNC(=O)c2ccc(NC(=O)C3=CSCCO3)cc2)cc1,-6%,1%,0,3.4%,-1%,3%,-2,-4%,-21%
O=C(Nc1ccc2c(c1)OCCO2)C1CCN(c2nnnn2-c2ccccc2)CC1,3%,4%,0,2.5%,-7%,3%,-1,-5%,0%
Cn1c(=O)cc(SCC(=O)NCc2ccco2)c2ccccc21,6%,-3%,-4,3.8%,-9%,-2%,6,nt,-13%
CC(OC(=O)C1CC1)C(=O)Nc1cc(C(F)(F)F)ccc1Cl (stereo not drawn),7%,-6%,2,1.0%,-1%,8%[57.1 µM],-18,-4%,-15%
COc1ccc(C)cc1NC(=O)C1CCN(S(=O)(=O)Cc2ccccc2)CC1,-16%,-4%,-1,-2.6%,4%,0%,0,2%,-25%
C[C@H](NC(=O)c1nc[nH]c1C(=O)N[C@@H](Cc1ccccc1)C(=O)OC(C)(C)C)C(=O)OC(C)(C)C,-11%,-3%,4,1.0%,-17%,-14%[57.1 µM],-1,-6%,?
COC(=O)C/C(N)=C(\C#N)C(=O)OC,-3%,-6%,-9,3.2%,0%,-1%,-6,9%,4%
C=CCn1c(NCCOC)nc2c1c(=O)n(C)c(=O)n2C,6%,-6%,4&-1,3.5%,-2%,-6%,1,nt,-13%
Cc1[nH]c2ccccc2c1Cc1n[nH]c(=S)n1C,8%,-5%,1,0.1%,2%,19%,-11,-2%,-7%
Cc1ccc(SCC(=O)OCC(=O)NC(C)c2ccc(Br)cc2)cc1 (stereo not drawn),9%,-2%,1,3.1%,2%,-5%,-2,3%,-19%
O=C(NCc1nnc2c3ccccc3c(-c3ccccc3)nn12)c1ccccc1Cl,17%,-5%,-11,13%,-2%,4%[57.1 µM],-8,-1%,3%
COc1ccc(C(NC(=O)CN2C(=O)NC3(CCc4ccccc43)C2=O)c2ccccc2)cc1 (stereo not drawn),0%,2%,1,0.2%,-3%,5%,-3,-8%,-13%
Cc1ccc(OCC(=O)N/N=C/c2c[nH]c3ccccc23)c([N+](=O)[O-])c1,0%,-2%,-3,2.5%,0%,5%[57.1 µM],1,-9%,-18%

# The closing 3 entries of the part before come first, to join the parts:
SMILES,mIDH1 inhibitor,Glioma ERSR ind,LDHA block,RXFP1 agonist,Vif-APOBEC3G blk,TrxR1 substrate,PI4K2A block,Vif-APOBEC3F blk,USP1-UAF1 inh
O=C(NCc1nnc2c3ccccc3c(-c3ccccc3)nn12)c1ccccc1Cl,17%,-5%,-11,13%,-2%,4%[57.1 µM],-8,-1%,3%
COc1ccc(C(NC(=O)CN2C(=O)NC3(CCc4ccccc43)C2=O)c2ccccc2)cc1 (stereo not drawn),0%,2%,1,0.2%,-3%,5%,-3,-8%,-13%
Cc1ccc(OCC(=O)N/N=C/c2c[nH]c3ccccc23)c([N+](=O)[O-])c1,0%,-2%,-3,2.5%,0%,5%[57.1 µM],1,-9%,-18%
O=C(CCN1N=C(c2ccccc2)CCC1=O)NCC1COc2ccccc2O1 (stereo not drawn),1%,0%,0,1.6%,-1%,1%,1,-1%,-19%
Cc1cccc(NC(=S)Nc2ccc(Br)cc2)c1,-2%,-4%,-5,0.2%,3%,-7%,1,-5%,2%
CSc1ccc(Cn2c(C)c(C(=O)NCc3ccccc3C(F)(F)F)sc2=O)cc1,nt,0%,-13,nt,-4%,nt,3,nt,nt
COc1ccccc1C(CC(=O)Nc1ccc(Cl)cc1)c1ccc(OC(C)C)cc1 (stereo not drawn),-11%,0%,-4,-0.6%,-3%,1%,-5,13%,-11%
Cc1cc(C)cc(C(=O)NCCN2CCOCC2)c1,2%,-3%,-4,2.4%,1%,1%[57.1 µM],0,3%,-32%
COc1ccc(-c2nc3sc(CCNC(=O)Cc4ccccc4)c(C)n3n2)cc1,27%,7%,-3,-0.1%,4%,-6%[57.1 µM],-6,-4%,-16%
Cc1cc(C)c(S(=O)(=O)N2CCCCC2)c(C)c1N(C)S(=O)(=O)c1ccccc1,9%,-7%,0,1.8%,-1%,9%,0,-2%,?
CCn1c(SCC(=O)OC)nnc1-c1ccncc1,3%,-3%,-5,1.9%,2%,14%,-1,nt,2%
CCNC(=S)N1CCN(Cc2ccccc2)CC1,10%,-3%,-16,-0.1%,1%,0%,3,3%,-24%
COC(=O)c1cccc(NC(=O)c2ccc3c(c2)C(=O)N(Cc2cccnc2)C3=O)c1C,4%,-4%,-4,13%,0%,-5%,2,0%,-6%

# Source: PubChem BioAssay

# The list is partial; count on the stated rates, not on these rows.
